From PubChem
Salmonella PhoP GFP – PhoP regulon inhibitors, Salmonella typhi PhoP promoter GFP reporter, confirmatory (AID 1850); Salmonella Typhi PhoP-promoter GFP reporter, fluorescence, 4 h; higher % means a stronger effect; inhibition, % at 50 µM, or IC50 in µM where a hit was titrated; 0.33% of 310,000 active; in the data active = a potency from the dose series; inconclusive = inhibition mostly from about 25% at the one dose, without a potency; inactive = the rest, 99 in 100 with inhibition below about 19%;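 also: 0% = induced wells with vehicle and 100% = uninduced wells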
H37Rv inhibition – M. tuberculosis growth inhibition, HTS (AID 449762); 0.59% of 330,000 active; M. tuberculosis H37Rv growth inhibition, 7H9 media; higher % means a stronger effect; inhibition, % at 25 µM, or IC50 in µM where a hit was titrated; in the data active = a potency from the dose series; inconclusive = inhibition above about 70% without an active follow-up result;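 also: bacterial growth assessed after seven days of incubation; strong numbers were not always called active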
VEEV TC-83 Vero – inhibitors of VEEV TC-83 cytopathic effect, confirmation, Vero cells (AID 588727); Vero cells, VEEV TC-83 cytopathic effect inhibition; higher % means a stronger effect; inhibition, % at 20 µM; hits with a dose series show IC50 in µM; 0.13% of 350,000 active; in the data active = a potency from the dose series; inconclusive = inhibition mostly from about 14% at the one dose, without a potency; inactive = the rest, 99 in 100 with inhibition below about 12%; also: strong numbers were not always called active
H1N1 NS1A inhibition – H1N1 influenza NS1A inhibitors, functional cell based assay (AID 504329). NS1A functional cell-based assay, percent inhibition; higher % means a stronger effect. one-dose inhibition, % at 12.5 µM; IC50 in µM for titrated hits. 0.3% of 340,000 active; in the data active = a potency from the dose series; inconclusive = inhibition above about 27% without an active follow-up result; also: strong numbers were not always called active
tuberculosis growth – growth inhibition of non-replicating M. tuberculosis (AID 488890); Mycobacterium tuberculosis non-replicating, growth inhibition; higher % means a stronger effect; inhibition, % at 25 µM, or IC50 in µM where a hit was titrated; 0.39% of 320,000 active; in the data active = a potency from the dose series; inconclusive = inhibition mostly from about 82% at the one dose, without a potency; inactive = the rest, 99 in 100 with inhibition below about 76%;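 also: plate controls were DMSO cells for no effect and high antibiotic wells for full effect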
VEEV TC-83 Vero 10K pilot screen – recorded beside VEEV TC-83 Vero, whose call it bears; inhibition, %; measured here: 10K pilot screen inhibition
Starred values were filed as active, the others as inactive; i = inactive; ? = inconclusive; / = no result given. Hits appear at their usual frequency; any-hit rate near 1.5%.

SMILES	Salmonella PhoP GFP	H37Rv inhibition	VEEV TC-83 Vero	H1N1 NS1A inhibition	tuberculosis growth	others
C=CCOC(=O)C(C(=O)Cc1ccccc1)c1ccccc1 (stereo unspecified)	/	/	0.8%	-25%	/
Cc1ccc(NC(=O)CSc2nnc(Cc3csc(C)n3)o2)cc1	/	3%	2.2%	-2%	67%
Cc1c(N=C/C=C/c2ccccc2)c(=O)n(-c2ccccc2)n1C	-2%	-1%	i	3%	0%
COc1ccc(C2CC(c3ccc(C)o3)=NN2C(C)=O)cc1 (stereo unspecified)	6%	5%	1.0%	-2%	2%
COc1ccc(/C(C)=N/NC(=O)CN(c2ccc(OC)cc2)S(=O)(=O)c2ccccc2)cc1	-2%	1%	1.9%	-23%	-7%
CCN(CC)S(=O)(=O)c1ccc2oc(SCc3ccc(F)cc3)nc2c1	-4%	58%	1.1%	-14%	73%
O=C(CC(=O)Nc1cccc(Cl)c1)N/N=C\c1ccccc1	-8%	-6%	0.4%	11%	1%
Cc1oc(-c2ccccc2F)nc1CS(=O)(=O)CC(=O)NCc1ccco1	-2%	-7%	2.9%	-8%	5%
CC(C)C[C@@H](CNCC(=O)[C@H](C)NC(=O)c1[nH]cnc1C(=O)N[C@H](CN)CC(C)C)NC(=O)c1nc[nH]c1C(=O)N[C@@H](C)C(=O)O	/	/	0.3%	-21%	/
O=C(O)c1ccccc1C(=O)Nc1ccc(Oc2ccc3ccccc3c2)cc1	-6%	0%	6.7%	-2%	5%
Cc1cc(OCC(=O)Nc2cccc(S(=O)(=O)N3CCCCC3)c2)ccc1Cl	/	3%	2.7%	-4%	70%
CCCn1c(=NC(=O)CS(=O)(=O)c2ccccc2)sc2cc(S(C)(=O)=O)ccc21	-1%	4%	2.8%	-7%	-2%
Cc1cc(C(=O)NCc2ccc3c(c2)OCO3)n(-c2ccccc2)n1	-2%	3%	0.8%	-4%	7%	VEEV TC-83 Vero 10K pilot screen=0.9
O=C(CNS(=O)(=O)c1ccccc1)OCc1cccc([N+](=O)[O-])c1	-3%	-3%	6.3%	0%	27%
Cc1cc(=O)[nH]c(SCc2cccc3ccccc23)n1	-1%	2%	i	-4%	13%
CCN(CC)c1ccc(/C=N/NC(=O)c2cccc(S(=O)(=O)N3CCOCC3)c2)cc1	1%	4%	3.0%	3%	12%
Cc1ccc(OCC(=O)N2N=C(c3cccnc3)CC2(O)C(F)(F)F)cc1C (stereo unspecified)	4%	4%	4.5%	-3%	59%
O=C(Nc1ccc(F)cc1)C1C(c2ccccc2)C1(Cl)Cl (stereo unspecified)	-1%	1%	2.4%	-3%	23%
CCc1nc2ccccc2c(=O)n1-c1ccccc1[N+](=O)[O-]	5%	0%	1.6%	0%	-17%
Cc1ccc(-c2n[nH]c(=O)c3ccccc23)cc1S(=O)(=O)NC(C)(C)C	-12%	3%	0.3%	7%	5%
C#CCOCCOCCOCCNc1nc(N2CCN(C(=O)[C@H](CCCCN)n3cc(CC(C)O)nn3)CC2)nc(N2CCN(C(=O)[C@H](Cc3ccc(O)cc3)n3cc(CCO)nn3)CC2)n1 (stereo partly specified)	/	/	2.0%	2%	/
O=C1C2CCCCN2C(=O)N1CCN1CCN(c2cccc(Cl)c2)CC1 (stereo unspecified)	/	/	0.3%	-8%	/
COc1ccccc1NS(=O)(=O)c1cccc(C(=O)NNC(=O)C(NC(N)=O)C(C)C)c1 (stereo unspecified)	4%	2%	1.2%	-31%	-6%
O=C(NN1C(=O)c2ccccc2NC1c1ccccn1)c1ccc([N+](=O)[O-])cc1 (stereo unspecified)	-5%	1%	0.6%	20%	-11%
CCOC(=O)c1c(C)n(-c2ccc(C)cc2)c2c(CC(C)=O)c(Br)c(OC)c(O)c12	11%	-4%	1.0%	1%	-19%

Of the compounds above, three have an NH in an aromatic ring.
SMILES	Salmonella PhoP GFP	H37Rv inhibition	VEEV TC-83 Vero	H1N1 NS1A inhibition	tuberculosis growth	others
CC(C)C[C@@H](CNCC(=O)[C@H](C)NC(=O)c1[nH]cnc1C(=O)N[C@H](CN)CC(C)C)NC(=O)c1nc[nH]c1C(=O)N[C@@H](C)C(=O)O	/	/	0.3%	-21%	/
Cc1cc(=O)[nH]c(SCc2cccc3ccccc23)n1	-1%	2%	i	-4%	13%
Cc1ccc(-c2n[nH]c(=O)c3ccccc23)cc1S(=O)(=O)NC(C)(C)C	-12%	3%	0.3%	7%	5%

Other entries
SMILES	Salmonella PhoP GFP	H37Rv inhibition	VEEV TC-83 Vero	H1N1 NS1A inhibition	tuberculosis growth	others
O=C(NC(Cc1ccccc1)C(=O)O)OCc1ccccc1 (stereo unspecified)	-1%	4%	i	6%	-1%
Cc1nn(-c2ccccc2)c(Cl)c1CN(C(=O)CCl)c1ccc(Cl)cc1	-3%	?	i	-7%	?
Cc1cc2c3c(c1)C1(C(=O)N3C(C)(C)CC2C)C(C#N)=C(N)Oc2cc(O)ccc21 (stereo unspecified)	10%	-7%	i	27%	42%
COc1ccc(/C=C2\CCOC2=O)cc1	-3%	2%	1.9%	0%	7%
O=C(CCn1c(=O)oc2ccccc21)N1CCN(C(c2ccccc2)c2ccccc2)CC1	8%	-1%	5.4%	1%	38%
Cc1ccc(NC(=O)C2=C(C(=O)O)CCCC2)cc1F	0%	1%	1.6%	-11%	37%
O=C(O)C1C2C=CC3(O2)C1C(=O)N1c2ccccc2C2OCCC2C13 (stereo unspecified)	-11%	-6%	1.5%	11%	-12%
CC(=O)c1c(C)[nH]c(C(=O)OCC(=O)NNC(=O)c2ccc([N+](=O)[O-])cc2)c1C	/	24%	7.6%	-1%	-5%
COc1cc(OC)c(OC)cc1/C=N/NC(=O)c1ccc2nc[nH]c2c1	0%	1%	2.8%	2%	-12%
NNC(=O)CC1NCCN(Cc2ccccc2)C1=O (stereo unspecified)	11%	8%	0.1%	-3%	11%
CN1C(=O)C(CC(=O)Nc2ccc(Cl)cc2)N(Cc2ccco2)C1=S (stereo unspecified)	-7%	4%	2.0%	13%	-2%
CCOc1ccc(Cc2nc(N)nc(N)n2)cc1	14%	-8%	i	-13%	-8%
COc1ccc(CCNC(=O)C2CCN(Cc3nc(-c4cccc(Cl)c4)oc3C)CC2)cc1OC	2%	64%	i	10%	54%
COc1ccc(N2CC(C(=O)Nc3nnc(SCc4cccnc4)s3)CC2=O)cc1 (stereo unspecified)	-1%	-1%	i	11%	8%
CCOc1ccc(C2CC(c3cccc(OC)c3)Nc3ncnn32)cc1 (stereo unspecified)	-2%	-1%	0.9%	-2%	-32%
N#Cc1cc2c(cc1NC(=O)CCn1cnnn1)OCO2	-11%	8%	i	-1%	9%
CCOc1ccc(/C=C2\SC(=O)N(c3ccc(O)cc3)C2=O)cc1OC	-8%	8%	/	/	1%
OC1CCN(CC(O)C(F)(F)F)CC1 (stereo unspecified)	-4%	-2%	i	-8%	-2%
O=C(O)CS/C(=C\c1ccc(F)cc1)c1nc2ccccc2s1	-5%	-4%	/	/	44%
Oc1ccc(C[C@H]2CNC(=S)N2CC2CCCN2C[C@H](Cc2ccc(O)cc2)N2C[C@H](Cc3ccc(O)cc3)N(CC3CCCCCC3)C2=S)cc1 (stereo partly specified)	/	/	?	-3%	/
COc1ccc(C(=O)ON=C2c3ccccc3-c3ccccc32)cc1OC	5%	19%	0.3%	0%	27%
NC(=O)c1ccc(NC(=O)COC(=O)c2c3c(nc4ccccc24)/C(=C\c2cccs2)CCC3)cc1	-5%	?	9.3%	7%	34%
O=C(CN(C(=O)C1CSC(=O)C1)c1cccc(F)c1)NCc1ccc2c(c1)OCO2 (stereo unspecified)	9%	-4%	1.1%	8%	4%
c1ccc2oc(-c3ccn[nH]3)cc2c1	-3%	4%	2.4%	-22%	-6%
CCOC(=O)CSc1nnc(CSc2nc3sc4c(c3c(=O)[nH]2)CCCC4)n1-c1ccccc1	1%	-3%	2.8%	-10%	75%	VEEV TC-83 Vero 10K pilot screen=3.1

Additional results.
SMILES	Salmonella PhoP GFP	H37Rv inhibition	VEEV TC-83 Vero	H1N1 NS1A inhibition	tuberculosis growth	others
Cc1noc(C)c1S(=O)(=O)N(C)C[C@H]1Oc2c(NC(=O)Nc3ccc(C(F)(F)F)cc3)cccc2C(=O)N([C@H](C)CO)C[C@@H]1C	/	2%	0.1%	-6%	60%
CSc1cccc(NC(=S)N2CCCN(Cc3cccc(Cl)c3)C2)c1	5%	9%	i	0%	58%
C[C@H](CO)N1C[C@H](C)[C@@H](CN(C)S(=O)(=O)c2cccs2)Oc2ccc(NC(=O)CCC(F)(F)F)cc2C1=O	/	-10%	i	-2%	11%
CC(C)CC(c1nnnn1C1CCCCC1)N1CCN(C(=O)c2ccco2)CC1 (stereo unspecified)	-26%	3%	i	-14%	-11%
COc1ccc(Cl)cc1NC(=O)CCS(=O)(=O)c1ccc(C)cc1	2%	13%	0.6%	-5%	9%
CC(Oc1ccc(Cl)cc1C(N)=O)C(=O)N1CCc2ccccc21 (stereo unspecified)	/	-11%	2.5%	-6%	32%
CC(=O)c1ccc(NC(=O)C2CC(c3ccc(F)cc3)=NO2)cc1 (stereo unspecified)	3%	-2%	4.6%	11%	4%	VEEV TC-83 Vero 10K pilot screen=0.7
COC(=O)c1cc(N=Cc2c(O)c3ccccc3oc2=O)cc(C(=O)OC)c1	-1%	-16%	0.2%	0%	57%
Nn1c(SCC(=O)NCC2CCCO2)nnc1-c1ccco1 (stereo unspecified)	/	4%	0.8%	5%	-8%
NC(=O)c1cccnc1	12%	1%	2.0%	0%	-4%
CCOc1ccc(C(C)=O)cc1CSc1nnnn1-c1ccc(O)cc1	-4%	6%	3.5%	-3%	30%
CCOC(=O)[C@@H]1[C@H]2COc3cc(OC)ccc3[C@H]2N2C(=O)N(c3ccc(Cl)cc3)C(=O)[C@]12C	/	7%	i	3%	33%
O=C(NCCN1CCCCC1)Nc1ccc(F)cc1	-5%	0%	1.3%	-5%	3%
CCOC(=O)C1CCN(Cc2cn(C)nc2-c2ccc(Oc3ccccc3)cc2)CC1	11%	-6%	0.5%	2%	2%
COc1ccccc1CNC(=O)CCCc1cn(C)c2ccccc12	6%	-1%	7.3%	23%	5%
CC(C)c1nnc(NC(=O)C2CCCN2C(=O)Nc2ccccc2)s1 (stereo unspecified)	-5%	1%	1.1%	-2%	-3%
CC1(c2ccccc2Cl)NC(=O)N(CC(=O)NCCC2=CCCCC2)C1=O (stereo unspecified)	-9%	8%	1.4%	1%	14%
COc1ccc(-n2c(C)c(C(C)=O)c3cc(OC(C)=O)ccc32)cc1	8%	29%	2.8%	-6%	2%
NC(=O)c1ccccc1NC(=O)/C=C/c1cccc(Cl)c1	-3%	-15%	i	-1%	2%
O=C1CSC(c2ccccc2)N1Nc1nc(N2CCOCC2)nc(N2CCOCC2)n1 (stereo unspecified)	-7%	13%	1.7%	-6%	18%
Cc1ccc(NC(=O)C2CCCN(c3ncccn3)C2)cc1F (stereo unspecified)	-2%	-6%	i	30%	16%
CC1CCN(CCc2nc3cc(NC(=O)NC4CCCCC4)ccc3n2C)CC1	4%	-2%	i	3%	34%	VEEV TC-83 Vero 10K pilot screen=0.0
NNC(=O)c1ccc(-c2ccccc2F)cc1	4%	5%	3.9%	-10%	0%
O=C(NC1CCCCC1)C(c1ccncc1)N(C(=O)Cc1cccs1)c1ccccc1 (stereo unspecified)	4%	-7%	1.4%	-4%	-11%
CCCCCCSC1=C(C#N)C(c2ccc(O)cc2)CC(=O)N1 (stereo unspecified)	22%	-2%	1.8%	6%	45%
N#CC(Sc1ccccn1)c1ccc(Cl)cc1 (stereo unspecified)	-7%	9%	5.0%	-19%	12%
CC(C)(C)c1ccccc1NC(=O)CN1C(=O)NC2(CCCC2)C1=O	-2%	-15%	0.9%	3%	-10%
Cc1nn(-c2ccccn2)c2c1C(=O)CC(C)(C)C2N=[N+]=[N-] (stereo unspecified)	/	/	i	-25%	/
O=C(c1ccc(-n2cnnn2)cc1)N1CCOCC1	-14%	-4%	1.5%	4%	-1%

Ordered by SMILES length (high to low): 5 of the compounds above
SMILES	Salmonella PhoP GFP	H37Rv inhibition	VEEV TC-83 Vero	H1N1 NS1A inhibition	tuberculosis growth	others
Oc1ccc(C[C@H]2CNC(=S)N2CC2CCCN2C[C@H](Cc2ccc(O)cc2)N2C[C@H](Cc3ccc(O)cc3)N(CC3CCCCCC3)C2=S)cc1 (stereo partly specified)	/	/	?	-3%	/
COc1ccccc1NS(=O)(=O)c1cccc(C(=O)NNC(=O)C(NC(N)=O)C(C)C)c1 (stereo unspecified)	4%	2%	1.2%	-31%	-6%
CCCCCCSC1=C(C#N)C(c2ccc(O)cc2)CC(=O)N1 (stereo unspecified)	22%	-2%	1.8%	6%	45%
NC(=O)c1ccccc1NC(=O)/C=C/c1cccc(Cl)c1	-3%	-15%	i	-1%	2%
Nn1c(SCC(=O)NCC2CCCO2)nnc1-c1ccco1 (stereo unspecified)	/	4%	0.8%	5%	-8%
